High-throughput results as filed in PubChem BioAssay.
T cell HTS – modulators of CD8 T cell-vesicle binding, primary screen, mouse 2C CD8+ T cells, flow cytometry; 2C CD8+ T cell-vesicle binding; stronger effect = lower value; calls only at 7 µM; 0.068% of 330,000 active;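 active = response, share of CD8 T cells binding vesicles, and their 90th percentile fluorescence all below set limits, cut at about 80% in these data, passing the limit was not always enough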
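material = purified 2C TCR transgenic mouse naive CD8+ T cells | controls = Unloaded micro-vesicles (low), QL9 vesicles with 0.7% DMSO (high) | detection = cytometric PE anti-B7-1 and Alexa647 anti-CD8 signals after 1% paraformaldehyde fixation | incubation = binding step 1.5 h, 37 °C, antibody labelling 20 min, ice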
MT stabilizer – microtubule stabilizers in HeLa cells, primary screen, imaging, high-content imaging; HeLa tubulin immunostaining HCS, 24 h; share of cells brighter than vehicle mean+2SD; % tubulin-high responders, % at 10 µM; 0.83% of 200,000 active;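 active = plate Z-score above 3 for both tubulin-high and condensed-nucleus cell shares, with cell loss under 80%, at 10 µM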;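 note: anti alpha tubulin signal scored within the nucleus-defined area of each cell; some results filed as inactive read as strong as hits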
Myeloid diff 2 – induction of myeloid progenitor differentiation, primary screen, cell-based, flow cytometry, MLPCN library | calls only at 10 µM | ER-HoxA9 myeloid progenitors, lysozyme-GFP differentiation | 1% of 360,000 active | AID 624256, 2012;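 active = normalized GFP-positive differentiation at or above the plate's own cutoff, the solvent-only control mean plus 3 SD; inconclusive = no clear call, values can overlap the other calls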;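 note: cells exposed to compound for four days before flow analysis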
Ins promoter up – insulin promoter activators in MIN6 cells, imaging, high-content screening, mouse beta cells | MIN6 insulin promoter-GFP reporter; stronger effect = higher value | z-score at 5 µM | 0.3% of 190,000 active | AID 1625, 2009;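 active = z-score above 3 at 5 µM with at least 500 cells counted in the well; inconclusive = wells under 500 cells, flagged as cytotoxic or low count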
West Nile virus CPE – West Nile virus antiviral activity, cell-based, CPE readout (AID 1621); 0.02% of 290,000 active; one-dose CPE inhibition, % at 10 µM; IC50 in µM for titrated hits; West Nile virus-infected cells, CPE inhibition; higher % means a stronger effect; in the data active = a potency from the dose series; inconclusive = CPE inhibition mostly from about 3.7% at the one dose, without a potency; inactive = the rest, 99 in 100 with CPE inhibition below about 2.2%; note: strong numbers were not always called active
WT yeast gro inh – growth inhibition of WT strain, primary screen, mitochondrial fusion inhibitor project, WT and mutant strains, chemical genetic | inhibition, % at 10 µM | mitochondrial fusion phenotypic screen | 2.1% of 190,000 active; in the data active = inhibition above about 58%; tested in S. cerevisiae
Autophagy mod – autophagy modulators in MEF cells, primary screen, imaging, high-content, MEF GFP-LC3; MEF GFP-LC3 puncta imaging; test concentration mostly 10 µM; calls only at 10 µM (by protocol); 0.98% of 190,000 active; AID 463193, 2010;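 active = percentage of spot-positive cells more than 3 SD above its plate mean, without a fluorescence outlier flag or 80% toxicity; inconclusive = no clear call, values can overlap the other calls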;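 note: spot-positive cell cutoff set from DMSO-treated cells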
Hep lipid drop – inhibitors of hepatocyte lipid droplet formation, primary screen, imaging, high-throughput imaging, BODIPY stain; 0.4% of 240,000 active; AML12 mouse hepatocytes, oleate lipid droplets; inhibition, % at 6.5 µM;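 active = lipid droplet intensity inhibited by at least 50%, with more than 500 cells counted; inconclusive = wells with under 300 cells, treated as cytotoxic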
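System: AML12 hepatocytes (mouse). Probe or stimulus: oleic acid at 100 µM to induce lipid droplet formation. Times: overnight treatment with compound plus oleate. Detection: Image-based BODIPY and DAPI two-channel analysis. Evaluation: percent inhibition of filter-corrected integrated lipid droplet intensity per well.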
bCat nuc transl – modulators of beta-catenin nuclear translocation, primary screen, imaging, HeLa cells, immunofluorescence, high-content. nuclear translocation activity, % at 5 µM. 0.3% of 190,000 active. AID 1665, 2009;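 active = nuclear translocation activity above 50% at 5 µM, with a well cell count of 50 or more; inconclusive = wells under 50 cells across six images, flagged as toxic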;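 note: per-cell ratio of nuclear to cytoplasmic median beta-catenin stain intensity; plate controls were DMSO negative control for no effect and GSK-3 inhibitor IX positive control for full effect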
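test system = HeLa cells, endogenous beta-catenin | dosing = single 5 µM dose plus 0.02–20 µM confirmation series | times = compound treatment 24 h, 37°C, 5% CO2 | technique = beta-catenin immunofluorescence imaging with DAPI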
WT yeast gro inh mutant strain – recorded beside WT yeast gro inh, whose call it bears; inhibition, %; mitochondrial fusion phenotypic screen, mutant strain inhibition
Ins promoter up cell count – further read-out of Ins promoter up, marked with its call; cell count; measured here: cytotoxicity, nuclei count;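 total cells summed across four imaged fields per well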
Hep lipid drop cells 6.5 µM – second read-out of Hep lipid drop, no call of its own (marks repeat the call); cell count; measured here: cell count, cytotoxicity flag;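 cells counted across two imaged fields per well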
bCat nuc transl cell count 5 µM – also measured in bCat nuc transl; calls as there; cell count; measured here: cell count, cytotoxicity flag
T cell HTS vesicle-bound % – further read-out of T cell HTS, marked with its call; double positive events, %; measured here: CD8+ vesicle-bound cell fraction;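 binding gate set so that unloaded-vesicle control wells show 10% double positive cells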
MT stabilizer Hoechst-high % – also measured in MT stabilizer; calls as there; % Hoechst-high responders; measured here: nuclear condensation Hoechst responders;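 share of cells brighter than vehicle mean plus two SD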
MT stabilizer cytotoxicity % – recorded beside MT stabilizer, whose call it bears; toxicity, %; measured here: cytotoxicity by cell density;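 0% = mean cell density of plate MIN control wells and 100% = no cells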
Autophagy mod cell loss 18 h – further read-out of Autophagy mod, marked with its call; toxicity, %; measured here: cell loss, nuclei count;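 cell loss after 18 h compound exposure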
Myeloid diff 2 GFP+ MAC1+ % – further read-out of Myeloid diff 2, marked with its call; GFP+ MAC1+ double positive, %; measured here: differentiation confirmed by MAC1 staining
Starred values were filed as active, the others as inactive; i = inactive; ? = inconclusive; . = not tested or not shown.

| Molecule | T cell HTS | T cell HTS vesicle-bound % | MT stabilizer | MT stabilizer Hoechst-high % | MT stabilizer cytotoxicity % | Myeloid diff 2 | Myeloid diff 2 GFP+ MAC1+ % | Ins promoter up | Ins promoter up cell count | West Nile virus CPE | WT yeast gro inh | WT yeast gro inh mutant strain | Autophagy mod | Autophagy mod cell loss 18 h | Hep lipid drop | Hep lipid drop cells 6.5 µM | bCat nuc transl | bCat nuc transl cell count 5 µM |
| --- | --- | --- | --- | --- | --- | --- | --- | --- | --- | --- | --- | --- | --- | --- | --- | --- | --- | --- |
| Cc1ccc(C)c(NC(=S)NC(NC(=O)Cc2cccc3ccccc23)C(Cl)(Cl)Cl)c1 (stereo not drawn) | i | 27 | 6.3 | 7.7 | 13 | i | 5.9 | -0.2 | 909 | -0.5% | -5 | 9 | i | -2 | -1 | 764 | . | . |
| CCNc1ccc(C(=O)OCC(=O)NCCN2C(=O)CSC2=O)cc1[N+](=O)[O-] | i | 36 | 2.2 | 1.6 | 10 | i | 0.9 | 0.31 | 1071 | -0.4% | -3 | 3 | i | -3 | 10 | 654 | 3.5 | 1104 |
| CC1C(=O)Nc2ccccc2N1C(=O)c1ccc(O)cc1 (stereo not drawn) | i | 49 | . | . | . | i | 0.8 | . | . | 0.7% | . | . | . | . | 0 | 811 | . | . |
| CC(C)=C1C(=O)NN(c2ccc(F)c(Cl)c2)C1=O | i | 3 | 1.8 | 1.2 | 3.6 | i | 4.9 | 1.4 | 1488 | 0.1% | 3 | -1 | i | 26 | . | . | -0.6 | 1395 |
| COc1ccc(-n2c(SCC(=O)Nc3sc4c(c3C#N)CCCC4)nnc2-c2ccccc2OC)cc1 | i | 57 | 3.5 | 1.8 | 4.4 | i | 0.6 | -1.9 | 636 | -0.5% | -5 | 9 | i | 20 | 28 | 745 | -3.0 | 1217 |
| O=C(COC(=O)c1cnc(Cl)c(Cl)c1)Nc1ccc(S(=O)(=O)N2CCCC2)cc1 | i | 60 | 3.7 | 2.3 | 1.6 | i | 0.3 | 0.24 | 1348 | 0.5% | 8 | -15 | i | 8 | 0 | 659 | -4.6 | 499 |
| COc1ccc(N(C(=O)c2cc3ccccc3oc2=O)C2C=CS(=O)(=O)C2)cc1 (stereo not drawn) | i | 41 | 2.1 | 1.3 | 2.4 | i | 0.7 | -0.45 | 1265 | -0.4% | 5 | 9 | i | 15 | 5 | 684 | 5.7 | 984 |
| CCCn1nnnc1NC(=O)c1ccc(C)cc1Cl | i | 14 | 1.8 | 1.3 | 4.3 | i | 9.5 | -0.29 | 1682 | 0.6% | 5 | 3 | i | -5 | . | . | 1.0 | 1342 |
| CN1CCN(c2oc(-c3ccccc3Cl)nc2S(=O)(=O)c2ccccc2)CC1 | i | 32 | . | . | . | ? | . | . | . | 0.2% | . | . | . | . | -97 | 700 | . | . |
| COCCNC(=O)c1cnn2c(C(F)(F)F)cc(-c3ccc4c(c3)OCO4)nc12 | i | 32 | 6.6 | 3.6 | 0.7 | i | 0.9 | -1.2 | 1659 | -1.0% | -3 | -3 | i | -7 | 28 | 692 | -1.8 | 1094 |
| CCCn1c(=O)c2c(nc3n2CCCN3Cc2ccccc2)n(C)c1=O | i | 35 | . | . | . | i | 0.4 | . | . | -1.3% | . | . | . | . | -66 | 799 | . | . |
| COc1cc(OC)c(C(=O)O/N=C(\N)c2ccccn2)cc1OC | i | 12 | . | . | . | i | 0.1 | . | . | -0.8% | . | . | . | . | -1 | 819 | . | . |
| CCCCCCCCCCSc1n[nH]c(N)n1 | i | 33 | 1.0 | 3.4 | 12 | i | 0.0 | 0.44 | 1306 | 2.6% | 74 | 79 | i | 14 | 14 | 694 | -1.3 | 888 |
| CN1CCN(C(=O)C2CCCN(S(=O)(=O)c3ccc(F)cc3)C2)CC1 (stereo not drawn) | i | 22 | . | . | . | i | 0.9 | . | . | 0.0% | . | . | . | . | -3 | 656 | . | . |
| CN1C(=O)C2(c3ccccc31)c1c(oc3ccccc3c1=O)C(=O)N2CCO (stereo not drawn) | i | 19 | . | . | . | i | 0.6 | -0.18 | 944 | -0.1% | . | . | . | . | 7 | 733 | 0.5 | 1332 |
| Cc1cccc(OCCCCCN2CCOCC2)c1C | i | 31 | . | . | . | i | 0.1 | . | . | -0.7% | . | . | . | . | 7 | 864 | . | . |
| CCOC(=O)c1c(C)[nH]c(C)c1C(=O)COc1ccc(NC(=O)c2ccco2)cc1 | i | 19 | 2.7 | 2.5 | 10 | i | 1.0 | -0.64 | 1868 | 1.9% | -15 | -21 | i | 4 | 0 | 669 | -1.3 | 1077 |
| CCCC(C)C(=O)Nc1ccc(S(N)(=O)=O)cc1 (stereo not drawn) | i | 52 | 4.1 | 2.1 | 8.8 | i | 0.8 | 1.2 | 1781 | 0.2% | -1 | 23 | i | 16 | 1 | 690 | -2.9 | 978 |
| COc1ccccc1C(=O)N/C(=C\c1cn(S(=O)(=O)N(C)C)c2ccccc12)C(=O)N1CCCC1 | i | 43 | . | . | . | ? | . | . | . | 0.4% | . | . | . | . | -12 | 731 | . | . |
| CC(C)CN1CCN(Cc2cnc(N3CCOCC3)s2)CC1CCO (stereo not drawn) | i | 10 | 2.0 | 1.9 | 6.6 | i | 0.9 | -0.58 | 1418 | -0.6% | 3 | -1 | i | -4 | -2 | 696 | 0.4 | 938 |

Some values from above.
COc1ccc(-n2c(SCC(=O)Nc3sc4c(c3C#N)CCCC4)nnc2-c2ccccc2OC)cc1 in West Nile virus CPE is entered as -0.5%
CCOC(=O)c1c(C)[nH]c(C)c1C(=O)COc1ccc(NC(=O)c2ccco2)cc1 in WT yeast gro inh mutant strain is entered as -21
COc1ccc(N(C(=O)c2cc3ccccc3oc2=O)C2C=CS(=O)(=O)C2)cc1 (stereo not drawn) in WT yeast gro inh mutant strain is entered as 9

Later entries
| Molecule | T cell HTS | T cell HTS vesicle-bound % | MT stabilizer | MT stabilizer Hoechst-high % | MT stabilizer cytotoxicity % | Myeloid diff 2 | Myeloid diff 2 GFP+ MAC1+ % | Ins promoter up | Ins promoter up cell count | West Nile virus CPE | WT yeast gro inh | WT yeast gro inh mutant strain | Autophagy mod | Autophagy mod cell loss 18 h | Hep lipid drop | Hep lipid drop cells 6.5 µM | bCat nuc transl | bCat nuc transl cell count 5 µM |
| --- | --- | --- | --- | --- | --- | --- | --- | --- | --- | --- | --- | --- | --- | --- | --- | --- | --- | --- |
| Cc1ccc(C(=O)Nc2cccc(O)c2)cc1S(=O)(=O)N1CCCCCC1 | i | 34 | . | . | . | i | 0.0 | . | . | -0.8% | . | . | . | . | 6 | 745 | . | . |
| O=C(Nc1nc2c(F)cc(F)cc2s1)c1ccccn1 | i | 40 | 4.8 | 2.3 | 7.2 | . | . | ? | . | -1.6% | 41 | 17 | i | 4 | -67 | 586 | 3.5 | 877 |
| CCOC(=O)C1=C(C)N=c2s/c(=C3\C(=O)Nc4ccccc43)c(=O)n2C1c1ccc2c(c1)OCO2 (stereo not drawn) | i | 30 | 2.3 | 1.7 | 19 | i | 0.8 | -0.08 | 1747 | 0.6% | -11 | 0 | i | -4 | 59* | 634* | -1.0 | 1043 |
| Cc1ccc(-n2cc(CN3CCN(Cc4nccn4C)CC3)c(-c3cccc(C)c3)n2)cc1 | i | 47 | 2.2 | 1.2 | 3.1 | i | 0.9 | -0.59 | 1423 | 0.4% | 66* | 20* | i | 11 | 0 | 694 | -2.7 | 993 |
| COc1ccc(NC(=O)CSc2nc(C(C)C)nc3c2c(=O)n(C)c(=O)n3C)c(OC)c1 | i | 64 | . | . | . | i | 0.8 | . | . | -0.3% | . | . | . | . | 23 | 802 | . | . |
| Cc1ccc(-n2c(SCC(=O)NCc3ccco3)nc3sc4c(c3c2=O)CC(C)(C)SC4)cc1 | i | 40 | 2.6 | 2.1 | 7.2 | i | 0.8 | 1.9 | 1522 | -0.6% | 16 | -6 | i | -1 | . | . | -3.7 | 1427 |
| O=C1c2cccc3c(Cl)ccc(c23)C(=O)N1O | i | 26 | 6.2 | 2.5 | 4.4 | i | 8.4 | -0.79 | 1588 | 2.9% | 21 | 4 | i | -4 | . | . | 1.4 | 1381 |
| CC(C)CCn1c(Oc2ccc(Cl)cc2)nc2c1c(=O)n(C)c(=O)n2C | i | 57 | 1.8 | 1.4 | 5.4 | i | 1.6 | . | . | -0.6% | -7 | -3 | i | -1 | -2 | 747 | -4.5 | 1232 |
| CCOC(=O)c1ccccc1NC(=O)CN(c1ccccc1C)S(C)(=O)=O | i | 42 | 1.0 | 1.1 | 5.8 | i | 2.1 | -0.81 | 916 | -0.7% | 12 | -47 | i | -3 | 9 | 747 | . | . |
| O=C(O)/C=C/C(=O)NC1CCC(CC2CCC(NC(=O)/C=C/C(=O)O)CC2)CC1 (stereo not drawn) | i | 26 | 2.3 | 2.3 | 7.1 | i | 0.5 | 0.39 | 1472 | -0.3% | 2 | -10 | i | 9 | -5 | 650 | 1.6 | 1014 |
| CCCCCc1nnc(NC(=O)CS(=O)(=O)Cc2ccccc2)s1 | i | 34 | 3.4 | 1.5 | 1.4 | i | 1.1 | -0.44 | 1326 | -0.2% | -15 | -9 | i | -3 | -5 | 705 | -0.1 | 603 |

Outcome played no part in choosing rows; overall some 3.9% were active at least once.
